MBNL1 CUG block: qHTS Assay for Inhibitors of MBNL1-poly(CUG) RNA binding | Muscleblind-like protein 1 (Homo sapiens), Q9NR56 | TR-FRET MBNL1-His/biotin-(CUG)12 binding, 665/545 ratio | Potency, µM (series often up to 57.5 µM), inactives show top-dose activity change, negative = inhibition, hits mostly inhibitors | 280,000 compounds, 0.036% hits | AID 2675, 2010; active = well fitted inhibition curve with a large enough effect in the signal ratio, with a control signal flat, not every such curve was filed as active; inconclusive = small, poorly fitted or top-dose-only effect, or effect the other way, or a change in a side signal; inactive = no such curve, though single readings can be large or run the other way; the % refers to the signal ratio; also: potency is read from the fitted curve at half-maximal effect; % is scaled to controls: 0 for no effect and ±100 for the full control effect
Target sequence (Q9NR56 whole entry, looked up): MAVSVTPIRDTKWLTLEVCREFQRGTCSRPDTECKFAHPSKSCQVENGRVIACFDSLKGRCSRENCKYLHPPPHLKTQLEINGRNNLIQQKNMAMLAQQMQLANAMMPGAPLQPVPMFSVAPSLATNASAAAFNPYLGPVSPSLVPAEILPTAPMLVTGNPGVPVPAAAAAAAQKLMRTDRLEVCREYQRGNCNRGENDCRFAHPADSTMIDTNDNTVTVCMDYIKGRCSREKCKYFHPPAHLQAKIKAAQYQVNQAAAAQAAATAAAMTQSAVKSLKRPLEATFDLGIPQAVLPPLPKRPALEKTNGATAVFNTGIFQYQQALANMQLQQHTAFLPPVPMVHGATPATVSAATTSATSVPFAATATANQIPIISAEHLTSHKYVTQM
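His-tagged MBNL1 binding to biotinylated (CUG)12 RNA was measured by TR-FRET using terbium anti-His antibody (0.055 ng/ul final) and streptavidin-XL665 (5 nM final). Compounds were titrated 92 nM to 58 uM; 60 min at room temperature.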
Integrin act MD: qHTS for Activators of Integrin-Mediated Alleviation for Muscular Dystrophy | alpha7betagal myoblasts, beta-gal FDG fluorescence, 48 h | Potency, µM (highest dose often 38.3 µM), without a hit: at the top dose activation, hits mostly activators | 350,000 compounds, 0.064% hits | AID 624291, 2012;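 also: potency is read from the fitted curve at half-maximal effect; 100% = response of the positive control SU9516; nearly all actives have a fitted effect of over 60% in size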
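alpha7betagal+/- myoblasts (passage 13, 250/well) treated 48 h at 37C with compounds at 1:260 dilution of DMSO stock. Lysed, then beta-galactosidase activity read as FDG fluorescence (ex 480/em 540) after 30 min, with pre-read for autofluorescence.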
S-ASM inh: Inhibitors of Secretory Acid Sphingomyelinase (S-ASM): qHTS; 340,000 compounds, 0.006% hits; Potency, µM (series often up to 57.5 µM), for inactives: at the top dose activity change, negative = inhibition, actives largely listed as inhibitors; placental ASM, HMU-PC fluorogenic substrate, 60 min; AID 504937, 2011; also: potency is read from the fitted curve at half-maximal effect
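qHTS format. ASM enzyme prepared from human placenta hydrolyses the fluorogenic substrate HMU-PC0 (9 uM final) over 60 min at 37 °C after a 10 min compound preincubation.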
hERG WT inh: qHTS for Inhibitors of KCHN2 3.1: Wildtype qHTS; Voltage-gated inwardly rectifying potassium channel KCNH2 (Homo sapiens), Q12809; U2OS, BacMam KCNH2, thallium flux FluxOr; stronger effect = lower value; activity change, % at 1.84 µM; 340,000 compounds, 0.37% hits; AID 720551, 2013;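 active = maximum activity change below -70%; inconclusive = maximum activity change between -70% and -50%; inactive = maximum activity change above -50%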; also: % is scaled to controls: 0 for no effect and ±100 for the full control effect
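U2OS cells were transduced with wild-type KCNH2 virus (2.03 x 10^8 / mL) for 4 h at room temperature, then cultured overnight at 37 C. Thallium flux was read with FluxOr dye. Rate constants were normalized to DMSO controls.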
AT treatment: qHTS Assay for Identifying a Potential Treatment of Ataxia-Telangiectasia; […] A-T fibroblasts, KAP-1 phosphorylation AlphaLISA; neocarzinostatin DNA damage 30 min before lysis; Potency, µM (series often up to 57.5 µM), for the others: at the top dose activation, actives largely listed as activators; 320,000 compounds, 0.19% hits; also: potency is read from the fitted curve at half-maximal effect; % of control where 0% means no effect; nearly all actives have a fitted effect of over 45% in size
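hTERT-immortalized A-T patient fibroblasts ([…]), 500 cells/well in OPTI-MEM, 1% FBS, got compounds for 60 min, then NCS for 30 min at 37C. Lysates were then assayed for phospho-KAP-1 by AlphaLISA (anti-pKAP1 donor, anti-KAP1 acceptor beads), 6 hr at 25C.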
Coupling enz: qHTS Assay for Inhibitors of Fructose-1,6-bisphosphate Aldolase from Giardia Lamblia: Coupling assay counterscreen; activity change, negative = inhibition, % at 58.2 µM, hits read low; 290,000 compounds, 0.67% hits; coupling enzyme system counterscreen, AmpLite Red fluorescence; AID 2472, 2010; in the data active = activity change below about -30%; also: % is scaled to controls: 0 for no effect and ±100 for the full control effect
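Compounds tested against the coupling enzymes alone at 57.5 uM final; readout was AmpLite Red fluorescence (525/598 nm) after 20 min at RT.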
MLL CXXC-DNA inh: qHTS Fluorescence Polarization Assay for Inhibitors of MLL CXXC domain - DNA interaction; MLL-CXXC / FITC-HOXA9 DNA fluorescence polarization; Potency, µM (doses to about 115 µM), inactives show at the highest dose activity change, negative = inhibition, hits mostly inhibitors; 290,000 compounds, 0.037% hits; AID 2662, 2010; active = well fitted inhibition curve with a large enough effect in the polarisation, with a control signal flat, not every such curve was filed as active; inconclusive = small, poorly fitted or top-dose-only effect, or effect the other way, or a change in a side signal; inactive = no such curve, though single readings can be large or run the other way; the % refers to the polarisation; also: potency is read from the fitted curve at half-maximal effect
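Steps: dispense CXXC domain solution (7 uM) → pin compounds or unlabeled HOX-A9 DNA control → 5 min ambient → add FLSN-HOX-A9 solution (50 nM) → spin → 30 min ambient → fluorescence polarization. Tris pH 7.5/NaCl/DTT/BSA buffer.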
GALK inh: qHTS Assay for Inhibitors of Human Galactokinase (GALK). P51570. Purified GALK, Kinase-Glo residual ATP luminescence. Potency, µM (top dose mostly 57.5 µM), inactives show top-dose activity change, negative = inhibition, usual class: inhibitors. 270,000 compounds, 0.007% hits. AID 1868, 2009; also: potency is read from the fitted curve at half-maximal effect; % is scaled to controls: 0 for no effect and ±100 for the full control effect
Target sequence (P51570 whole entry, looked up): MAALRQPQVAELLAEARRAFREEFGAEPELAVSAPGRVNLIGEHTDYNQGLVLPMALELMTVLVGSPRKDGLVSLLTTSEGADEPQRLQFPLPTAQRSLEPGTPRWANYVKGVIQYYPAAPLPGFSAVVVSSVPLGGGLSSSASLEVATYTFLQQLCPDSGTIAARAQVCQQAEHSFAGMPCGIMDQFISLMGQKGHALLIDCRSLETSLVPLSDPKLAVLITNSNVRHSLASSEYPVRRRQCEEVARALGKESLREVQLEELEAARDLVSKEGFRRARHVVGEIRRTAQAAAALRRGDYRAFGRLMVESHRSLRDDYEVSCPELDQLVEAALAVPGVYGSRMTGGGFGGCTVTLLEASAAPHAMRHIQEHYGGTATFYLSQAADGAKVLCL
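The enzyme phosphorylates galactose (100 uM) using ATP (35 uM); inhibition is detected as higher residual ATP, quantified by bioluminescence after 1 h reaction at room temperature, pH 8.0.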
TRPV1 agonist: HTS Assay for Compounds that Act as Agonists of the Vanilloid Receptor 1. activation, % at 8.33 µM. 320,000 compounds, 0.19% hits. Transient receptor potential cation channel subfamily V member 1 (Homo sapiens), Q8NER1. AID 540275, 2011. TRPV1-expressing cells, Fluo-8 calcium influx, agonist mode; in the data active = activation above about 80%; inconclusive = between about 30% and that limit; also: 0% is about no effect
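Fluo-8 calcium influx in TRPV1-expressing cells, kinetic read (ex 480/em 520 nm). Compound added and read 3 min for agonist activity, followed by capsaicin at EC20 final and 2 min further read for enhancement.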
KCNH2 3.1 block: qHTS for Inhibitors of KCHN2 3.1: Mutant qHTS; Potassium voltage-gated channel subfamily H member 2, brain isoform KCNH2 3.1 (human); U2OS KCNH2 3.1, thallium flux FluxOr; stronger effect = lower value; activity change, % (tested at about 1.8 µM); 340,000 compounds, 0.95% hits; AID 720553, 2013;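 active = maximum activity change below -70%; inconclusive = maximum activity change from -70% to -50%; inactive = maximum activity change above -50%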;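 also: thallium influx rate constant from kinetic fluorescence after stimulation buffer; % is scaled to controls: 0 for no effect and ±100 for the full control effect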
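U2OS cells transduced with KCNH2 3.1 mutant virus (1.77 x 10^8 /mL, 4 h), plated overnight at 37 C, loaded 45 min with FluxOr dye plus Red40 quencher. Thallium flux rate constant from kinetic reads after stimulation buffer, normalised to controls.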
Starred values were filed as active, the others as inactive; u = inconclusive; x = no result given; & = joins results of further samples; [ ] = dose if it differs, or a comment. Unless noted, calls follow the shape of the dose curve; as a rule, active = well fitted curve in the direction sought with a large enough effect; inconclusive = small, poorly fitted or top-dose-only effect, or another doubt; inactive = no such curve, though single readings can be large; an effect the other way counts as inactive or inconclusive. This is a random part of the collection. Share with any hit: about 2%.

item	molecule	MBNL1 CUG block	Integrin act MD	S-ASM inh	hERG WT inh	AT treatment
1	Cc1ccc2ncnc(Oc3ncccc3[N+](=O)[O-])c2c1	u	-44%	2%	4	-2%
2	CCOc1ccc(NS(=O)(=O)c2cccc(C(=O)NCC3(N(C)C)CCCCC3)c2)cc1	x	u	-2%	6	-1%
3	CC(=O)Nc1ccc(S(=O)(=O)Nc2nc3ccc(C)cc3s2)cc1	-6%	16%	-7%	4	-1%
4	COc1ccc(-c2c(C)nn3c(N4CCOCC4)cc(C)nc23)cc1OC	-11%	-5%	-1%	10	0%
5	O=C(c1ccc([N+](=O)[O-])cc1[N+](=O)[O-])N1CCc2ccccc21	u	0%	-3%	0	3%
6	C=CCn1c(SCc2cccnc2)nnc1-c1ccncc1	-2%	23%[7.66 µM]	0%	8	-1%
7	CCCCN1C(=S)NC[C@@H]1c1ccccc1	1%	14%	-3%	1	-7%
8	COc1ccc(NC(=O)Nc2ncn(Cc3cccc(C(F)(F)F)c3)n2)cc1OC	-2%	8%	1%	0	-2%
9	CC(=O)NC(CCC(=O)O)C(=O)O (stereo not given)	x	x	-9%	-19	x
10	CCOc1ccc(S(=O)(=O)NCCC(=O)N2CCN(c3ncccn3)CC2)cc1	x	-16%	-1%	-3	3%
11	Cc1cccc(COc2ccc(/C=N/NC(=O)c3nnn(-c4nonc4N)c3C)cc2)c1	2%	-12%	1%	1	x
12	Cn1cnc([N+](=O)[O-])c1Sc1ncn[nH]1	u	-11%	0%	-5	11%

item	Coupling enz	MLL CXXC-DNA inh	GALK inh	TRPV1 agonist	KCNH2 3.1 block
1	-3	9%	0%	5	-16
2	x	x	x	-1	-16
3	15	-11%	-9%	1	-26
4	1	14%	3%	-3	-1
5	-6	3%	0%	3	4
6	2	-5%	2%	-3	-3
7	1	-25%	1%	-3	32
8	1	-8%	-2%	0	-5
9	3	x	x	x	11
10	x	x	x	0	-4
11	x	6%	-7%	1	1
12	4	7%	0%	-6	-8

Continued:
item	molecule	MBNL1 CUG block	Integrin act MD	S-ASM inh	hERG WT inh	AT treatment
13	CCc1c(C(C)=O)oc2ccc3c(C)cc(=O)oc3c12	14%	u	13%	1	-1%
14	CCC(=O)Nc1ccc2c(c1)nc1n2CCN(C2CCCCC2)C1	u	u	14%	-8	10%
15	Nc1c(C(=O)CSc2nc(-c3ccccc3)cs2)c(=O)[nH]c(=O)n1C1CC1	x	-3%	0%	7	11%
16	COc1ccccc1/C=C/CN1CCCCC1	0%	0%	0%	10	-7%
17	Fc1ccc(NCc2cccnc2)cc1F	0%	-6%	0%	-12	-3%
18	Cc1ccc(S(=O)(=O)NCC2(c3ccccc3)CCOCC2)cc1	-3%	-23%	8%	-12	5%
19	CCOC(=O)CCCNC(=O)COC(=O)[C@@H]1CCCN1S(=O)(=O)c1ccc(Cl)cc1	-19%	23%	6%	-6	8%
20	COCCOC(=O)c1c(C)oc2ccc(NS(=O)(=O)c3ccc(F)cc3)cc12	-15%	-10%	-3%	6	3%
21	COC(=O)c1cccc(OCC(O)Cn2cnc3cc(C)c(C)cc32)c1 (stereo not given)	8%	-11%	-2%	-2	x
22	O=C(c1cc(C(=O)NCCc2ccccc2)c(=O)n(CCc2ccccc2)c1)c1cc(Cl)ccc1O	12%	-49%[inhibitor]	-20%	-7	3%
23	COC(=O)c1ccccc1S(=O)(=O)N(CCCN1CCOCC1)Cc1cccs1	-2%	-14%	2%	13	-1%
24	Cc1cccc(Nc2nc(NCc3ccco3)nc(N)c2[N+](=O)[O-])c1	-1%	-19%	-4%	11	1%

item	Coupling enz	MLL CXXC-DNA inh	GALK inh	TRPV1 agonist	KCNH2 3.1 block
13	1	-2%	-1%	4	-10
14	-18	-4%	5%	0	-9
15	x	x	x	0	-7
16	1	-6%	0%	-6	-8
17	-25	u	-1%	2	4
18	0	-1%	1%	-8	2
19	3	10%	1%	-6	14
20	-7	-5%	x	2	3
21	2	6%	1%	29	-6
22	-2	-1%	-1%	-4	9
23	3	-1%	0%	2	1
24	-1	-2%	x	-1	-30

Following part.
item	molecule	MBNL1 CUG block	Integrin act MD	S-ASM inh	hERG WT inh	AT treatment
25	COc1cc(C(=S)N2CCOCC2)ccc1OC(=O)Cc1ccc(F)cc1	-2%	24%	1%	-1	5%
26	COc1ccc(C(CCN2CCCC(C)C2)c2c(OC)cc(OC)c3c(C)cc(=O)oc23)cc1 (stereo not given)	10%	-27%	9%	x	-13%
27	CN(C(=O)c1cccc(NC(=O)Cc2ccc(NC(=O)C3CCN(S(=O)(=O)c4cccc([N+](=O)[O-])c4)CC3)cc2)c1)C1CC1	x	-7%	3%	-17	x
28	O=C(CNS(=O)(=O)c1cccc(C(F)(F)F)c1)Nc1ccccc1F	0%	23%	1%	5	-2%
29	CSc1ccc(S(=O)(=O)N(CC(=O)NCc2ccccn2)c2ccc(C)cc2)cc1	-5%	-8%	-13%	18	-3%
30	CCCc1nnc(NC(=O)CSc2nnc(-c3ccco3)n2C)s1	3%	2%	5%	-3	-5%
31	O=C(Nc1ccccc1F)c1ccn[nH]1	-9%	-16%	-1%	-12	5%
32	COc1ccc(/C=C/c2nnc(NC(=O)C(C)(C)C)s2)cc1	u	16%	x	-14	-7%
33	COc1ccc(CN(C(=O)Cn2nnc(-c3ccc(C)o3)n2)C(C(=O)NCC2CCCO2)c2ccco2)cc1 (stereo not given)	5%	2%	-2%	-5	2%
34	COCCCN(C(=O)c1ccc(N2CCCC2=O)cc1)c1c(N)n(Cc2ccccc2)c(=O)[nH]c1=O	x	-13%	6%	-2	-3%
35	Cc1nnsc1C(=O)N/N=C/c1ccccc1	-16%	13%	1%	-6	8%
36	COC(=O)c1ccc(N2CCN(S(=O)(=O)c3ccc(C)cc3)CC2)c([N+](=O)[O-])c1	16%	-40%[inhibitor]	-13%	0	-1%

item	Coupling enz	MLL CXXC-DNA inh	GALK inh	TRPV1 agonist	KCNH2 3.1 block
25	0	115%[activator]	-2%	17	4
26	8&1	2%	4%	1	x
27	x	x	x	x	0
28	1	0%	0%	-2	20
29	2	-5%	-2%	-4	11
30	-12	7%	-1%	1	1
31	-1	4%	0%	-4	9
32	-2	8%	3%	19	-9
33	2	4%	8%	14	11
34	x	x	x	-3	7
35	2	2%	0%	-3	7
36	0	4%	-4%	4	-32

Part of the list above, limited to Integrin act MD, MBNL1 CUG block and MLL CXXC-DNA inh:
| entry | molecule | Integrin act MD | MBNL1 CUG block | MLL CXXC-DNA inh |
| --- | --- | --- | --- | --- |
| 25 | COc1cc(C(=S)N2CCOCC2)ccc1OC(=O)Cc1ccc(F)cc1 | 24% | -2% | 115%[activator] |
| 26 | COc1ccc(C(CCN2CCCC(C)C2)c2c(OC)cc(OC)c3c(C)cc(=O)oc23)cc1 (stereo not given) | -27% | 10% | 2% |
| 27 | CN(C(=O)c1cccc(NC(=O)Cc2ccc(NC(=O)C3CCN(S(=O)(=O)c4cccc([N+](=O)[O-])c4)CC3)cc2)c1)C1CC1 | -7% | x | x |

(more compounds)
item	molecule	MBNL1 CUG block	Integrin act MD	S-ASM inh	hERG WT inh	AT treatment
37	O=C(Nc1ccccc1C(=O)N/N=C/c1ccc(O)cc1)c1ccccc1	-2%	u	-6%	4	-1%
38	COc1ccc(S(=O)(=O)N2CCCCCC2)cc1NC(=O)CC1OC(=O)c2ccccc21 (stereo not given)	x	-27%	-2%	-3	-1%
39	COc1ccccc1/C=N/NC(=O)c1cc2c(ccc3ccccc32)o1	10%	0%	105%	0	19%
40	Cc1cc(Nc2ccc(Cl)cc2)n2ncnc2n1	2%	11%	2%	-28	-12%
41	O=C1CC(NS(=O)(=O)c2ccc(F)cc2)CN1c1ccc2c(c1)OCCO2 (stereo not given)	x	0%	x	-2	7%
42	Cc1ccc(NC(=O)Cn2nc(-c3ccccc3Cl)ccc2=O)c(Br)c1	36%[activator]	-2%	6%	0	-3%

item	Coupling enz	MLL CXXC-DNA inh	GALK inh	TRPV1 agonist	KCNH2 3.1 block
37	1	1%	21%	u	-5
38	x	x	x	3	5
39	x	16%	-3%	0	-12
40	3	-8%	-2%	1	22
41	x	x	x	0	-3
42	2	1%	0%	25	-1
